IL2 activator = activators of IL-2; AID 652025; activation, % (series mostly up to about 46 µM); IL-2 activation reporter assay, cell-based qHTS; stimulated with anti-CD3/CD4/CD28 beads; in transgenic mouse T cells; 0.065% of 360,000 active; in the data active = activation above about 50%; inconclusive = mostly about 30% to 49%; note: 0% is about no effect
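Readout is EGFP and DsRed signal by fluorescent plate cytometry after 18 h at 37 degrees C. Transgenic mouse T cells (750/well) received compound for 60 min before bead stimulation (anti-CD3, anti-CD4, anti-CD28); memory T cells served as non-tolerant control.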
PLK1 PBD inh = PLK1 (human) polo-box domain binding inhibition | 2.8% of 360,000 active | Potency, µM, for the others: max response, negative = inhibition, usual class: inhibitors | Plk1 PBD binding of FITC phosphopeptide, fluorescence polarization; note: potency is the fitted concentration of half-maximal effect; series mostly up to about 57 µM; % is set by controls: 0 for no effect and ±100 for the full control effect; nearly all actives have a fitted effect of over 65% in size
Target sequence (P53350 whole entry, looked up, the tested form may be a part): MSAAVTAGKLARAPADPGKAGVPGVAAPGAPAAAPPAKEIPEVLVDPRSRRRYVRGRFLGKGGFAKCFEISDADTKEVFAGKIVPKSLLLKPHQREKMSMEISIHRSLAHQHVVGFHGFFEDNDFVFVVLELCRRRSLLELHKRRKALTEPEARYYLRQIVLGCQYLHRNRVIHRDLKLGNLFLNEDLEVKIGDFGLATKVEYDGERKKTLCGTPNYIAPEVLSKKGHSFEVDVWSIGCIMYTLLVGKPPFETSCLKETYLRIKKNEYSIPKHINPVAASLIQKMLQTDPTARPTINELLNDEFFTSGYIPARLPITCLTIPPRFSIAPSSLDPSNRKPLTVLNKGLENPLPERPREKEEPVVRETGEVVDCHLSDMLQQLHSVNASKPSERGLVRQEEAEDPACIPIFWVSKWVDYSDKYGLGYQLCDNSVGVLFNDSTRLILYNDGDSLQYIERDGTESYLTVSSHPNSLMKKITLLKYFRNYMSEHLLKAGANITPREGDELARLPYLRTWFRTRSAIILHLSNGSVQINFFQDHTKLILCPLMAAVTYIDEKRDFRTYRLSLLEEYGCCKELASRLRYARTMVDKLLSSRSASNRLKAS
PI5P4K alpha inh = PI5P4K alpha (human) kinase inhibition. max response, %. PI5P4Kalpha enzyme, ADP-Glo luminescence, 60 min; hits give low values. 1.2% of 330,000 active. P48426; active = max response of -50% or lower; inconclusive = between -30% and -50%; inactive = -30% or higher; note: value at the top dose of about 77 µM; % is set by controls: 0 for no effect and ±100 for the full control effect
Target sequence (P48426 whole entry, looked up): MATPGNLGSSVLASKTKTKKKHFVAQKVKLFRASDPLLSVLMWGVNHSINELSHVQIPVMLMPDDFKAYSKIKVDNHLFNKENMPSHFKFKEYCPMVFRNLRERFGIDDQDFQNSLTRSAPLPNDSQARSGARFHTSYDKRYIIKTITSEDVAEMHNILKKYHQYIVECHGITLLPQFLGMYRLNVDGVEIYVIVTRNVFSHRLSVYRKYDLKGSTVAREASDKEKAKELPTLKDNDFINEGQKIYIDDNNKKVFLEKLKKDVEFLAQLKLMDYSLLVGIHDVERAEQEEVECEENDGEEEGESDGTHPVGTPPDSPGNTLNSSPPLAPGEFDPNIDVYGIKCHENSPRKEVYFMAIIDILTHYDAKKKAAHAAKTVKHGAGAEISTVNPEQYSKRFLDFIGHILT
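PI5P4Kalpha ADP-Glo assay; 5 microM ATP final; 60 min RT reaction; HEPES pH 7.4/EGTA/CHAPS, 5% DMSO; controls lacking substrate or enzyme; luminescent end-point.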
GLP1R cytotox = cytotoxicity in counter-screen for GLP-1R inverse agonists | Potency, µM (highest dose often 38.3 µM), for inactives: at the top dose activity change, negative = inhibition, most hits filed as inhibitors | HEK293 cAMP-luciferase reporter cells, luminescence, 24 h | 0.13% of 410,000 active;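 note: loss of luciferase light is scored as toxicity; potency is the fitted concentration of half-maximal effect; % is set by controls: 0 for no effect and ±100 for the full control effect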
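To flag toxic compounds, the library was rerun on cells for 24 hr at 37 deg C and 5% CO2. Viability-linked luminescence was captured 12 min after adding luciferase detection reagent.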
GLP-1R inv ag = acts as inverse agonist at human GLP-1 receptor; P43220; HEK293 GLP-1R CRE-luciferase, luminescence, 24 h; GLP-1R form is constitutively active; Potency, µM (titrated, usually from 38.3 µM), for inactives: at the highest dose activity change, negative = inhibition, hits mostly inhibitors; 1.6% of 410,000 active; AID 624417; note: potency is the fitted concentration of half-maximal effect; % is set by controls: 0 for no effect and ±100 for the full control effect; nearly all actives have a fitted effect of over 55% in size
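Inverse agonists were sought by their lowering of basal cAMP reporter luciferase output in HEK293 cells stably carrying constitutively active human GLP-1R, after 24 h compound treatment.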
EPAC1 ag = agonists of human EPAC1; O95398; 0.073% of 360,000 active; AID 720707; Potency, µM (top dose mostly 154 µM), for the others: at the top dose activation, most hits filed as activators; EPAC1 agonist qHTS, biochemical assay; response scale: 100% = response to 6.5 mM cAMP; note: potency is the fitted concentration of half-maximal effect; nearly all actives have a fitted effect of over 60% in size
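Multi-concentration qHTS readout: loss of Rap1B-bound BODIPY-GDP fluorescence driven by 100 nM EPAC1 with excess GDP (50 uM), monitored kinetically at room temperature; agonist response expressed relative to 6.5 mM cAMP.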
GLP1R ag = activates the human GLP-1 receptor. Potency, µM (highest dose often 45.6 µM), for inactives: top-dose activation, usual class: activators. 0.007% of 380,000 active. P43220. HEK293 GLP-1R CRE-luciferase, luminescence, 4-6 h; cells express a hypersensitive GLP-1R form; note: potency is the fitted concentration of half-maximal effect; % of control where 0% means no effect
EPAC1 antagonist = EPAC1 (human) antagonism; O95398; EPAC1 GEF assay, Rap1b-BODIPY-GDP exchange fluorescence; Potency, µM (highest dose often 115 µM), inactives show at the top dose activity change, negative = inhibition, hits mostly inhibitors; 0.14% of 360,000 active; AID 720709;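 note: potency is the fitted concentration of half-maximal effect; plate controls were vehicle for no effect and positive control for full effect; nearly all actives have a fitted effect of over 50% in size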
PTHR1 agonist = agonists of human PTHR1 parathyroid hormone receptor. HEK293 GP2 PTHR1 cells, GloSensor cAMP luminescence, 1 h. Potency, µM (top dose mostly 115 µM), without a hit: top-dose activation, usual class: activators. 0.075% of 410,000 active. Q03431; note: potency is the fitted concentration of half-maximal effect; nearly all actives have a fitted effect of over 55% in size; some results filed as inactive show a strong effect at the top dose; inactives centre near -15; many of its hits are not listed in these tables
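HEK-293-derived GP2 cells expressing PTHR1 and a GloSensor cAMP reporter, 3,000/well, plated overnight, given luciferin plus IBMX (each 0.5 mM as added) for 1 h at 37 °C, then compound for 1 h at 37 °C. Luminescence was read after 15 min at room temperature.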
Starred values were filed as active, the others as inactive; i = inactive; u = inconclusive; x = not tested or not shown; & = joins results of further samples; [ ] = dose if it differs, or a comment. Unless noted, calls come from the whole dose curve; as a rule, active = well fitted curve in the direction sought with a large enough effect; inconclusive = small, poorly fitted or top-dose-only effect, or another doubt; inactive = no such curve, though single readings can be large; an effect the other way counts as inactive or inconclusive.

SMILES | IL2 activator | PLK1 PBD inh | PI5P4K alpha inh | GLP1R cytotox | GLP-1R inv ag | EPAC1 ag | GLP1R ag | EPAC1 antagonist | PTHR1 agonist
N#Cc1cn(-c2ccccc2)nc1-c1ccco1 | -0.7 | -22.7% | -7.9 | -24.2% | 0.0% | 2.4% | -1.1% | -20.4% | -34.2%[inhibitor]
Cc1ccc(C(=O)OCC(=O)NC(=O)c2cccn2C)cc1[N+](=O)[O-] | 5.9 | 26.7µM* | u | 3.6% | 19.2% | 12.2% | -2.7% | 2.1% | i
COc1ccc2c(c1OC)C(=O)N1N=C(c3ccccc3)CC21 (configuration not stated) | 0.4 | -1.4% | 3.4 | -9.5% | 72.4%[activator] | 17.6% | 3.8% | -17.4% | -10.1%[57.5 µM]
CCc1cc(=O)oc2c(C)c(OC(C)C(=O)N3CCC[C@@H]3C(=O)O)ccc12 (some centres not stated) | 0.1 | -6.2% | -2.9 | -15.8% | -0.3% | 4.8% | 2.5% | -3.8% | -5.6%
CCc1ccc(-c2csc(NC(=O)C3CCCO3)c2C(=O)OC(C)C)cc1 (configuration not stated) | -0.5 | -14.6% | 4.5 | 20.9% | 1.26µM* | -2.1% | -1.6% | u | u
COc1ccc(/C=N/NC(=O)C2CCN(c3ncc(C(F)(F)F)cc3Cl)CC2)cc1 | -2.9 | -7.8% | 0.1 | -11.1% | 0.0% | -0.3% | -11.0% | -6.1% | i
O=C(/C=C/c1ccc2c(c1)OCO2)NCCSCc1ccc(Cl)cc1 | -0.4 | -3.9% | 9.8 | -12.7% | 5.01µM* | 0.1% | 9.5% | 1.1% | -3.6%[57.5 µM]
COc1ccccc1C(CC(=O)O)c1ccc2c(c1)OCO2 (configuration not stated) | 0.6 | 3.6% | -1.5 | 1.8% | 5.8% | -0.2% | -7.1% | 7.3% | -3.4%
CN(c1ccccc1)S(=O)(=O)c1ccc(C(=O)N2CCc3ccccc3C2)cc1 | -0.6 | 1.2% | 3.3 | 3.2% | u | 16.2% | 3.7% | -27.8% | -35.1%[inhibitor]
COc1cc(CNC[C@H]2O[C@@H](n3cnc(C(N)=O)n3)[C@H](O)[C@@H]2O)ccc1OCc1cccc(Cl)c1 | -0.6 | -9.7% | 4.0 | 9.8% | 14.1% | -24.0% | 3.2% | 19.5% | 19.5%
O=C(c1cc(=O)[nH]c2ccccc12)N1CCN(S(=O)(=O)c2ccc(Cl)cc2)CC1 | 0.5 | 1.1% | 1.2 | -8.0% | -28.0% | -5.6% | -0.1% | 20.7% | -3.1%
CC(=O)c1cccc(Nc2nc(-c3ccccc3)cs2)c1 | 0.1 | -26.9% | 14.0 | 10.9% | u | -15.9% | 4.9% | u | -21.4%
O=c1c2ccccc2nc(SCc2nc3ccccc3s2)n1Cc1ccco1 | -0.1 | -3.8% | x | -11.5% | 6.0% | 8.8% | -0.4% | 8.4% | -3.7%[57.5 µM]
O=C(O)C1C2CCC(C2)C1C(=O)Nc1ccc(Cl)c(Cl)c1 (configuration not stated) | -3.5 | 1.9% | 3.0 | 8.7% | u | -6.7% | -2.5% | 0.0% | i
O=C(Nc1ccon1)Nc1cccc(Cl)c1Cl | -0.9 | 4.7% | 7.3 | -1.2% | -26.9% | 6.7% | 7.6% | 2.4% | i
COc1cc(OC)cc(OC(=O)C2CCN(C(=O)c3ccc(Cl)cc3)CC2)c1 | -0.4 | 0.5% | 1.0 | 8.8% | 17.3% | 7.2% | -3.8% | -21.0% | -3.0%
NS(=O)(=O)c1ccc(CCNC(=O)c2cc([N+](=O)[O-])ccc2N2CCOCC2)cc1 | 0.3 | -4.8% | 4.5 | -12.8% | 5.8% | -2.9% | -4.4% | -7.6% | -8.3%
Cc1nc(-c2ccc(C(=O)O)cc2)cs1 | -2.7 | 0.2% | x | -20.1% | 0.0% | -3.4% | -10.4% | -7.0% | i
Cc1ccc(O)c(Sc2cc(C)ccc2O)c1 | -3.0 | -14.3% | 0.2 | 4.1% | u | 1.8% | -15.1% | -35.0% | -26.0%
COc1cc(/C=N/NC(=O)c2cccc3ccccc23)cc(OC)c1OC | -0.4 | 29.9µM* | 0.1 | -0.6% | 19.7% | 5.0% | 15.3% | -11.7% | -3.1%
CCN1CCN(c2cc3nc(C)n(Cc4ccccc4)c(=O)c3cc2NC(=O)c2ccccc2F)CC1 | -0.6 | -1.9% | -2.7 | u | u | 6.7% | 26.6% | -4.1% | i
COC(=O)c1cc(S(=O)(=O)NCC2CCN(Cc3ccc(Cl)cc3)CC2)cn1C | -0.3 | -3.0% | 3.3 | -4.1% | u | 0.7% | -5.2% | -5.4% | -12.3%
COC(=O)[C@@H](NC(=O)N1CCC(C)CC1)C(C)C | 0.6 | -6.7% | 4.3 | -3.6% | 5.0% | 12.5% | 12.9% | 9.5% | -8.2%
CCN(Cc1nc(-c2ccc(OC)c(OC)c2)no1)C(=O)c1ccoc1C | -0.7 | -10.2% | -4.3 | -2.5% | 76.0%[activator] | 1.4% | 17.6% | -16.9% | -15.8%
C(/CCc1ccccc1)=N\n1cnnc1 | 3.2 | -1.9% | x | -29.3% | 6.3% | 7.9% | -7.1% | 14.5% | -13.9%[57.5 µM]
CC/C(C)=N/NC(=S)NCc1ccco1 | -0.1 | -11.9% | -5.5 | -24.1% | -27.0% | -3.4% | -1.9% | -4.0% | i
COc1ccccc1N1CCN(C(=S)NC(=O)/C=C/c2ccccc2)CC1 | -3.8 | -11.9% | 3.3 | -98.2% | u | 1.0% | 13.5% | -14.5% | 15.4%
COc1cc(NC(C)=O)ccc1NC(=O)c1cc2ccccc2o1 | -0.4 | -13.5% | -1.5 | -8.0% | 18.2% | 3.2% | 7.4% | -1.2% | i
CCCCN(C(=O)c1ccc2c(c1)OCCO2)c1c(N)n(CCCC)c(=O)[nH]c1=O | -0.2 | 2.8% | 10.9 | 2.5% | 9.5% | -0.2% | -7.6% | -27.0% | -23.8%
CCc1nc2c(OCc3ccc(C(F)(F)F)cc3)cccn2c1N(C)C(=O)CC(C)C | -0.7 | 0.5% | 9.7 | 3.4% | u | -16.3% | -4.1% | -23.4% | -14.9%
Cc1ccc2c(C)c(C(=O)N(Cc3ccncc3)CC3CCCO3)oc2c1C (configuration not stated) | -0.1 | -16.0% | -3.8 | 18.0% | -29.9% | 18.8% | 0.4% | -11.4% | -31.8%[inhibitor]
O=C(COc1ccc([N+](=O)[O-])cc1)Nc1ccc(C(=O)NCc2cccnc2)cc1 | -1.7 | -8.2% | 0.2 | 9.0% | 0.0% | -1.5% | -9.2% | -2.3% | -6.2%
c1ccc(-c2nc3ccccc3[nH]2)cc1 | -0.5 | -13.4% | 2.3 | 12.0% | u | -19.6% | -2.5% | -12.5% | -38.7%[inhibitor]
CC(OC(=O)c1cc2sccc2n1C)C(=O)NCc1ccco1 (configuration not stated) | -0.4 | -9.2% | x | 18.8% | -24.1% | 7.5% | 2.2% | -8.4% | u
CC[C@H]1OC(=O)[C@H](C)[C@@H](O[C@H]2C[C@@](C)(OC)[C@@H](O)[C@H](C)O2)[C@H](C)[C@@H](O[C@@H]2O[C@H](C)C[C@H](N(C)C)[C@H]2O)[C@](C)(O)C[C@@H](C)CN(C)[C@H](C)[C@@H](O)[C@]1(C)O | 0.0 | -3.9% | 11.5 | u | u | -5.3% | -4.2%&2.8% | -5.4% | -47.5%[inhibitor]
CCOC(=O)C(=Cc1cc(=O)c(OC)co1)C(=O)OCC | 0.1 | 23.8µM* | -2.0 | u | u | 4.5% | -6.6% | 3.9% | -94.7%[inhibitor]
COc1cc2nc(CC(C)C)n(NC(=O)c3ccccc3Br)c(=O)c2cc1OC | 0.1 | -8.5% | -2.5 | -7.5% | -18.9% | -3.0% | 12.4% | -17.4% | -10.2%
Cn1c(SCC(=O)Nc2ccc3[nH]c(=O)[nH]c3c2)nnc1-c1ccccc1 | 1.6 | 13.6% | -10.1 | -4.7% | -2.0% | -5.9% | -11.7% | 11.1% | i
O=C(NC(=S)Nc1nc(-c2ccccc2)cs1)c1cccs1 | -0.5 | -0.6% | 14.7 | -1.3%[1.53 µM] | -8.9% | -2.8% | -6.9% | 29.7% | i
O=C(NC(=S)NCCN1CCOCC1)c1cccc(Cl)c1 | 2.5 | -4.2% | x | 2.2% | 8.5% | 7.3% | 28.5% | 29.6% | 4.0%[57.5 µM]
O=c1oc2cc(O)ccc2c2c1CCCC2 | -0.8 | -2.2% | -2.6 | -4.8% | 0.0% | 3.3% | 9.9% | 8.3% | -26.8%
O=c1cc(N/N=C/c2ccccc2)[nH]c(=O)[nH]1 | -3.8 | -4.5% | -4.7 | -0.4% | -9.9% | 1.0% | 0.2% | -1.7% | -8.8%
O=C(CSc1nc(-c2ccco2)cc(C(F)(F)F)n1)N1CCN(c2cccc(Cl)c2)CC1 | -0.2 | -12.3% | 0.2 | u | u | -5.3% | -12.0% | -1.9% | -16.5%[57.5 µM]
COc1cccc2cc(C(=O)Nc3cc(C)cc(C)c3)/c(=N/NS(=O)(=O)c3ccccc3)oc12 | 3.1 | -0.1% | 11.8 | 2.9% | 20.4% | 2.7% | -4.0% | -0.6% | i
C/C=C(\C)C(=O)N[C@@H](C)CN1C2=NC[C@H](C(C)C)N2C[C@H]1Cc1ccc(OC)cc1 | 1.2 | -0.8% | -2.2 | -9.7% | 19.4% | -16.0% | -4.1% | 11.0% | -21.6%
Cc1nc2scc(-c3ccc(Cl)cc3)c2c(=O)n1N | 0.1 | 4.8% | 0.1 | 3.9% | 3.7% | 1.3% | 6.2% | -1.5% | i
Cc1cc(C)c(OCC(=O)Nc2nnc(C3CC3)s2)c(C)c1 | -0.4 | 0.5% | 9.8 | 13.5% | 15.3% | -2.7% | -0.8% | 4.9% | -49.7%[inhibitor]

Screening data from PubChem.

The list is partial; count on the stated rates, not on these rows.
